S3 lipid droplet: qHTS Assay for Lipid Storage Modulators in Drosophila S3 Cells; actives 0.64% (n = 320,000); lipid storage change, negative = inhibition, % at the top dose, mostly 46.1 µM; hits show Potency in µM; Drosophila S3 cells, BODIPY lipid droplet fluorescence, 18-24 h; cells fed with added oleic acid; active means well fitted inhibition curve with a large enough effect in the signal ratio, with a control signal flat, not every such curve was filed as active; inconclusive means small, poorly fitted or top-dose-only effect, or effect the other way, or a change in a side signal; the % refers to the signal ratio
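Laser-scanning cytometry quantifies lipid droplet accumulation (500–530 nm total intensity; droplet/cell object ratio) in oleic acid-fed (400 uM added) Drosophila S3 cells treated with a concentration series. 20 uM Triacsin C defined 100% inhibition.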
S3 lipid droplet cell count max: further read-out of S3 lipid droplet, marked with its call; cell number change, %; measured here: cell count max response;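 cells counted by Cell Tracker Red CMTPX staining in the red channel; peak over a dose series mostly up to 46.1 µM; percent activity relative to internal control wells on each plate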
* = called active by the depositor; i = inactive; ? = inconclusive; . = not tested or not shown. On the % scale 0 is the no-effect control and ±100 the full control effect; potency means the concentration at half of the fitted maximal effect. Only part of the results is shown (hit frequency here may not be typical).

SMILES | S3 lipid droplet | S3 lipid droplet cell count max
CCN(Cc1ccccc1)C(=O)CCNS(=O)(=O)c1cc(Br)cnc1N | ? | .
CCOCCCNC(=S)N1CCN(c2nc(-c3ccccc3)cs2)CC1 | ? | .
CCOc1ccc(NC(=O)C2CCN(S(=O)(=O)c3ccc4c(c3)CC(C)N4C(C)=O)CC2)cc1 (centres undefined) | ? | .
O=C(CN1CCOCC1)Nc1ccc(C2CCCCC2)cc1 | ? | .
c1ncn(C23CC4CC(CC(C4)C2)C3)n1 | 9% | 3
O=S(=O)(NCCNc1nccc(C(F)(F)F)n1)c1ccccc1 | ? | .
CC(C)CN(C(=O)COC(=O)c1ccc2ccccc2n1)C1CCS(=O)(=O)C1 (centres undefined) | ? | .
c1ccc(-c2n[nH]c3c2CCC3)cc1 | ? | .
Cc1ccc(CCCNC(=O)C2CCC(=O)N(Cc3cccc(F)c3)C2)cc1 (centres undefined) | ? | .
COc1cccc(N(C(=O)Cn2nnc(-c3ccc(C)cc3)n2)C(C(=O)NC(C)(C)C)c2c[nH]c3ccccc23)c1 (centres undefined) | ? | .
Cc1cc(C)c2c(n1)nn1c(N3CCN(c4ccccn4)CC3)cc(C)nc21 | ? | .
Cc1cc(C)c2c(n1)SCC(=O)N2CC(=O)Nc1cccc(Cl)c1 | 21% | 6
CCOC(=O)c1cc(C)sc1NC(=O)CN1CCN(C(=O)c2ccco2)CC1 | i | 16
CN(c1ccc(C(=O)N/N=C/c2cccc([N+](=O)[O-])c2)cc1)S(=O)(=O)c1ccccc1 | ? | .
CCOC(=O)c1c(C)c2c(=O)[nH]cnc2n1-c1ccccc1 | -4% | -9
Cn1cc(C(=O)Nc2ccc(Cl)cc2)c(C(F)(F)F)n1 | -8% | 17
COc1ccc(S(N)(=O)=O)cc1C(=O)OCCCOC(=O)c1cc(S(N)(=O)=O)ccc1OC | ? | .
CCOC(=O)C1=C(C)N=c2s/c(=C\c3ccncc3)c(=O)n2C1c1ccc2c(c1)OCO2 (centres undefined) | ? | .
CCOc1ccccc1C(=O)NC(C(=O)Nc1cccnc1)C(C)C (centres undefined) | ? | .
Cc1nnc(NC(=O)CSc2nc3[nH]ncc3c(=O)[nH]2)s1 | ? | .
CC(=O)c1c(C)[nH]c(C(=O)NCC2CCCCC2)c1C | 23% | 9
CC1=CC=CC2=NC(=O)CC(C)(C(=O)N(CC(=O)NC3CCCC3)c3ccc(F)cc3)N12 (centres undefined) | ? | .
COc1ccc(C(C)=O)cc1COC(=O)C1CC(=O)N(Cc2ccccc2)C1 (centres undefined) | ? | .
c1cncc(-c2nnc3n2C2(CCCCC2)Cc2ccccc2-3)c1 | ? | .
COc1ccnc2c1c(=O)n(Cc1cccc(F)c1)c(=O)n2C | 11% | 13
Nc1nonc1C(=O)NCCN=Cc1ccccc1O | 7% | -2
COc1ccc(OCCOCCN2CCOCC2)cc1 | 0% | 3
Cc1cccc(N2CCN(C(=S)c3ccc([N+](=O)[O-])cc3)CC2)c1 | 4% | -13
Cc1noc(C)c1S(=O)(=O)N(CC(=O)NC1CCCC1)c1ccc(C(C)C)cc1 | i | 12
CNC(=O)CSc1nc2ccccc2c(=O)n1C1CCCCC1 | ? | .
c1csc(-c2cnc3ccccc3n2)c1 | ? | .
O=C(CCc1nc2ccccc2s1)Nc1cccnc1 | ? | .
CCN(CC)S(=O)(=O)c1cc(NC(=O)COC(=O)CCc2nc3ccccc3s2)ccc1C | ? | .
O=[N+]([O-])c1ccc(OCCCCCN2CCOCC2)cc1 | 28% | 11
C/C(=N\NC(=O)Cc1ccc(F)cc1)c1ccc(O)cc1 | 10% | 6
COc1ccc(S(=O)(=O)NCCc2c[nH]c3ccc(C)cc23)cc1 | ? | .
COc1cccc(/C=C/C(=O)OCC(=O)NCCc2ccccc2)c1 | ? | .
Cc1cc(C)c(C(=O)CSc2nnc(-c3cccnc3)n2C)c(C)c1 | ? | .
CCCCN(C(=O)c1cccc(S(=O)(=O)N2CCN(C)CC2)c1)c1c(N)n(CCC)c(=O)[nH]c1=O | ? | .
C=CCn1c(SCC(=O)NC2CC2)nnc1-c1ccccn1 | ? | .
Cn1c(SCC(=O)c2ccccc2)nnc1-c1cccnc1 | -19% | .
Clc1ccc(OCCSc2nnnn2C2CCCCC2)cc1 | i | 24
CCOC(=O)c1[nH]c2ccc(OC)cc2c1NC(=O)c1cccc(OC)c1 | -7% | 1
Cc1ccnc(SCC(=O)Nc2c(C)n(C)n(-c3ccccc3)c2=O)n1 | ? | .
CCN1CCN(c2ccc([N+](=O)[O-])c(Sc3nc4ccccc4[nH]3)c2)CC1 | -4% | -7

Four entries from above in a different format.
> Clc1ccc(OCCSc2nnnn2C2CCCCC2)cc1
  S3 lipid droplet: i	S3 lipid droplet cell count max: 24

> CCOC(=O)c1[nH]c2ccc(OC)cc2c1NC(=O)c1cccc(OC)c1
  S3 lipid droplet: -7%	S3 lipid droplet cell count max: 1

> Cc1ccnc(SCC(=O)Nc2c(C)n(C)n(-c3ccccc3)c2=O)n1
  S3 lipid droplet: ?	S3 lipid droplet cell count max: .

> CCN1CCN(c2ccc([N+](=O)[O-])c(Sc3nc4ccccc4[nH]3)c2)CC1
  S3 lipid droplet: -4%	S3 lipid droplet cell count max: -7

The list goes on.
SMILES | S3 lipid droplet | S3 lipid droplet cell count max
O=C(CCN1N=C(c2ccccc2)CCC1=O)NCC1CCCO1 (centres undefined) | ? | .
COc1ccc2nc(SCC(=O)C(C)(C)C)[nH]c2c1 | -14% | -2
COc1ccccc1N1CCN(C(=O)CNS(=O)(=O)c2ccc(Br)s2)CC1 | ? | .
O=C(CN1CCN(C2CCCCC2)CC1)Nc1ccccc1-c1ccccc1 | ? | .
CCN(CC)CC#Cc1ccc(C)cc1 | -13% | 10
O=C(Nc1ccc(F)cc1)N1CCN(c2ccc(F)cc2)CC1 | ? | .
COc1ccccc1CNC(=O)COC(=O)Cc1cccs1 | ? | .
COc1ccc(NC(=S)Nc2cccc3ccccc23)cc1OC | i | 17
OC(COc1c(F)cc(Br)cc1F)CN1CCN(c2ccc(F)cc2)CC1 (centres undefined) | ? | .
COc1ccc(NC(=O)C2CCCN(S(=O)(=O)c3ccc4c(c3)oc(=O)n4C)C2)cc1OC (centres undefined) | ? | .
CCOc1ccc(CCNC(=O)C(CCC(N)=O)NC(=O)OCc2ccccc2)cc1OCC (centres undefined) | ? | .
Cc1cccc(/C=N/NC(=O)c2cc(C3CC3)nc3ccccc23)n1 | -28% | 11
Cc1ccc(C)c(N2CCN(c3ccc(N4C(=O)COCC4=O)cc3[N+](=O)[O-])CC2)c1 | ? | .
c1ccc(-c2nc(-c3ccco3)n3ccccc23)cc1 | ? | .
CCN(C(=O)CN1C(=O)c2ccccc2S1(=O)=O)C1CCCCC1 | ? | .

Ordered by the number under S3 lipid droplet (ascending): 3 of the compounds above
SMILES | S3 lipid droplet | S3 lipid droplet cell count max
Cc1cccc(/C=N/NC(=O)c2cc(C3CC3)nc3ccccc23)n1 | -28% | 11
COc1ccc2nc(SCC(=O)C(C)(C)C)[nH]c2c1 | -14% | -2
CCN(CC)CC#Cc1ccc(C)cc1 | -13% | 10

The listing continues:
SMILES | S3 lipid droplet | S3 lipid droplet cell count max
COC(=O)CCc1c(C)[nH]c(C(=O)OCc2ccccc2)c1C | 23% | -24
O=C(CSc1n[nH]c(=O)[nH]c1=O)Nc1cccc(S(=O)(=O)N2CCOCC2)c1 | ? | .
Cc1cc(=O)oc2c3c(cc(OCC(=O)N[C@@H](Cc4ccccc4)C(=O)O)c12)OC(C)(C)CC3 | ? | .
COc1ccc(/C=N/NC(=O)CSc2nnc(CCCc3ccc(OC)c(C)c3)o2)cc1 | ? | .
COc1ccc(-c2nc(=S)n3ccsc3n2)cc1OC | ? | .
COC(=O)C1=C(C(=O)OC)C2(OC1c1ccccc1C)C(=O)c1ccccc1C2=O (centres undefined) | 7% | -1
Cc1sc2ncn(CC(=O)NCC(=O)N3CCN(c4ccccc4F)CC3)c(=O)c2c1C | i | -6
CC(=O)c1cccc(NC(=O)COc2ccc3oc(=O)cc(C)c3c2)c1 | ? | .
COCCNC(=O)c1cccc(OC2CCN(Cc3cccc(SC)c3)CC2)c1 | -25% | -23
CC(=O)c1cccc(NC(=O)c2ccoc2C)c1 | ? | .
CCc1nnc(NC(=O)c2ccc(-c3ccc(C(C)=O)cc3)o2)s1 | -20% | -7
COc1cccc(C(=O)Nc2cccc(-c3ccc(N4CCOCC4)nn3)c2)c1 | ? | .
CCN1CCN(C(=O)Cn2c(=O)sc3ccccc32)CC1 | ? | .
Nc1nc(-c2ccccc2Br)cs1 | 5% | 7
O=C(O)c1ccccc1CSc1nnc2c(n1)[nH]c1ccccc12 | 8% | .
Cc1ccc(NS(=O)(=O)c2ccc(NC(=O)CSc3ccc(Cl)cc3)cc2)c(C)c1 | ? | .
Cc1ccc(S(=O)(=O)NC(C)(C)C)cc1C(=O)OC(C)C(=O)NC1CC1 (centres undefined) | ? | .
Cn1ccnc1SCC(=O)Nc1cccc2ccccc12 | ? | .
COc1cccc(CC2(CO)CCCN(Cc3cn[nH]c3-c3ccccc3)C2)c1 (centres undefined) | ? | .
CN(c1nc(-c2ccc(Br)cc2)cs1)C1CCS(=O)(=O)C1 (centres undefined) | ? | .
O=C(NC1CCCC1)C1C2C=CC3(CN(Cc4cccs4)C(=O)C13)O2 (centres undefined) | -4% | -2
COc1cc(C)c(Br)cc1S(=O)(=O)NCCN1CCOCC1 | -12% | -21
O=C1CC(c2ccccc2Cl)C2=C(COC2=O)N1 (centres undefined) | 1% | 1
CC1CN(C(=S)Nc2ccccc2C(F)(F)F)CC(C)O1 (centres undefined) | 5% | 1
Cc1nn(C)c(C)c1NC(=O)COc1ccc(Cl)cc1Br | ? | .
CC(=O)Oc1cccc(N2C(=O)c3ccccc3C2=O)c1 | ? | .
CCOC(=O)NC(=O)CSc1nnc(C2CC2)n1Cc1ccco1 | ? | .
N=c1c2c3c(sc2ncn1Nc1ccccc1)CCC3 | ? | .
COc1ccc(C2C3C(=O)N(N(C)c4ncc(C(F)(F)F)cc4Cl)C(=O)C3ON2C)cc1 (centres undefined) | 14% | 21
Cn1cccc1CC(=O)NNC(=S)Nc1ccc(F)cc1 | -2% | -4
COc1ccc(Nc2ncc(C(=O)N3CCC(C(N)=O)CC3)c3ccccc23)cc1 | 8% | 12
COc1ccc(C(=O)O/N=C(\C)c2nccs2)cc1 | 5% | -6
CC(C)C[C@@H](CN=[N+]=[N-])N1CCN(Cc2ccccc2)CCC1=O | -2% | -7
CCOC(=O)c1c(-c2ccc(OC)cc2)oc2ccc(O)cc12 | i | .
COc1cc(C2SCC(=O)N2Cc2ccccc2)ccc1O (centres undefined) | ? | .
CS(=O)(=O)Nc1ccccc1C(=O)N1CCOCC1 | ? | .
NC(=O)c1ccccc1NS(=O)(=O)Cc1ccccc1 | ? | .
O=C(COC(=O)C12CC3CC(CC(O)(C3)C1)C2)NC(=O)NCc1ccco1 | ? | .
Cc1c(S(=O)(=O)NCCc2ccccc2)c(=O)n(C)c(=O)n1C | ? | .
O=C(c1ccc(COc2c(F)c(F)cc(F)c2F)o1)N1CCN(c2ccccc2)CC1 | 3% | .
Cc1ccc(C(=O)NCCN2CCN(C(=O)c3ccc(C)c(C)c3)CC2)cc1C | ? | .
CCc1ccc(NC(=S)N2CCN(S(=O)(=O)c3ccccc3)CC2)cc1 | ? | .
OCCc1c[nH]c2ccccc12 | 13% | 11
CN(C)CCCN1C(=O)C(=O)/C(=C(/O)c2ccc3c(c2)OCCO3)C1c1ccco1 (centres undefined) | ? | .
O=C(N/N=C/c1cccc(O)c1)c1cc(-c2ccc3c(c2)OCO3)n[nH]1 | 13% | 0
CCOC(=O)CNC(=S)SC | ? | .
O=C(O)CCn1c(O)c(C=C2N=c3ccccc3=N2)sc1=S | 3% | 3
Cc1cccc(C(=O)NCC(=O)N2CCCCCCC2)c1 | ? | .
CC(C)(C)c1cc[n+](-c2[nH]c(=O)sc2/C=N/NC(=O)c2ccccc2[O-])cc1 | ? | .
CC(C)Oc1cccc(C(=O)C2CCCN(C(=O)c3ccc4c(c3)OCO4)C2)c1 (centres undefined) | -19% | -14
COC(=O)C(NC(=O)c1ccco1)(Nc1cc(C)ccn1)C(F)(F)F (centres undefined) | 1% | .
CCc1nnc(NC(=O)CSc2nc3cc(OC)ccc3cc2C)s1 | -3% | -5
O=C(N/N=C/c1ccccn1)c1ccc2nc[nH]c2c1 | -5% | .
CCOC(=O)CNC(=O)CSc1nnc(NC(=O)c2ccc(C)cc2)s1 | 1% | -5
O=C(c1cc(COc2ccc(F)cc2Cl)on1)N1CC[C@@H]2CCCC[C@H]2C1 | ? | .
CCOC(=O)c1cc(-c2ccccc2)sc1NC(=O)C(C)N1C(=O)c2ccccc2C1=O (centres undefined) | ? | .
COc1cc(/C=N/n2c(-c3cc(C)[nH]n3)n[nH]c2=S)ccc1O | -10% | 4
Cc1cc(C)c(S(=O)(=O)NCc2cn3c(C)csc3n2)c(C)c1 | ? | .

Quoted at random: 6 records from the list.
SMILES | S3 lipid droplet | S3 lipid droplet cell count max
CC(C)Oc1cccc(C(=O)C2CCCN(C(=O)c3ccc4c(c3)OCO4)C2)c1 (centres undefined) | -19% | -14
Cc1cccc(C(=O)NCC(=O)N2CCCCCCC2)c1 | ? | .
CCOC(=O)CNC(=S)SC | ? | .
Cc1cc(C)c(S(=O)(=O)NCc2cn3c(C)csc3n2)c(C)c1 | ? | .
CCOC(=O)CNC(=O)CSc1nnc(NC(=O)c2ccc(C)cc2)s1 | 1% | -5
O=C(c1cc(COc2ccc(F)cc2Cl)on1)N1CC[C@@H]2CCCC[C@H]2C1 | ? | .

Assay outcomes (PubChem BioAssay)
